# Bioassay records from PubChem BioAssay.
# NPY Y2 blocker: NPY-Y2 receptor antagonists, primary screen, cell-based | Neuropeptide Y receptor type 2 (Homo sapiens), P49146 | NPY-Y2 expressing cells, antagonist mode | inhibition, % at 2.7 µM | 140,000 tested, 0.99% active; in the data active = inhibition above about 17%;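 also: 0% = vehicle with agonist challenge and 100% = reference antagonist with challenge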
# Target sequence (P49146 whole entry, looked up): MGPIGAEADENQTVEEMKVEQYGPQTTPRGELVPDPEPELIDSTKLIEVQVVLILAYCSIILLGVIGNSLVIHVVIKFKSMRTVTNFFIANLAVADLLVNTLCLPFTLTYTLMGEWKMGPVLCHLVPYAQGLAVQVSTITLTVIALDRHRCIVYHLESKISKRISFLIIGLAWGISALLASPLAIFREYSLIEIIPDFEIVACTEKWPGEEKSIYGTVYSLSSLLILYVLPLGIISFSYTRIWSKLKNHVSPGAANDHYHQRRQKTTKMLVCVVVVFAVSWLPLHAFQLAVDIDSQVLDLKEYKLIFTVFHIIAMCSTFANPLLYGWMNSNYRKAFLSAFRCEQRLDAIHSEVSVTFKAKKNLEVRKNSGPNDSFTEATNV
# MRP1 act: H69AR viability gain despite doxorubicin, primary screen, MRP-1 activator project, H69AR cells, CellTiter-Glo. viability rescue. viability increase, % at 10 µM. 140,000 tested, 0.61% active. AID 799, 2007;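 active = viability gain under doxorubicin at or above a set limit, the compound median plus 3 SD, cut at about 4.7% in these data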;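 also: MRP-1 overexpressing cells given doxorubicin 25 µM after compound pretreatment; 18-22 h compound pretreatment then 72 h with doxorubicin before readout; 0% = doxorubicin-only wells and 100% = vehicle-treated cells without doxorubicin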
# E-sel TNF inh: E-selectin induction blockers in HUVEC – imaging, immunofluorescence, high content, primary screen; HUVEC TNFa-induced E-selectin immunofluorescence; inhibition, % at 2 µM; 120,000 tested, 0.71% active;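 active = inhibition above the batch mean plus 3 SD, and confirmed as a hit on visual image review, cut at about 43% in these data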;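 also: 0% = TNF-stimulated DMSO wells and 100% = unstimulated control wells; not every result past the cut was called active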
# Phagocyt inh: inhibitors of macrophage phagocytosis, primary screen, imaging, J774A.1 cells, IgG beads; J774A.1 macrophage IgG-bead phagocytosis; inhibition, % at 5 µM; 110,000 tested, 0.07% active;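 active = inhibition above the mean of the plate negative controls plus 5 SD, cut at about 13% in these data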;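 also: phagocytic index as fraction of beads internalized from green versus red external bead signal; plate controls were DMSO negative control for no effect and cytochalasin-D positive control for full effect; some results beyond the cut were filed as inactive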
# Yeast growth inh: growth inhibitors of yeast BB579 in restrictive medium, primary screen, yeast lifespan-shortening project, S. cerevisiae. OD615, 48 h. inhibition, % at 10 µM. AID 804, 2007. 140,000 tested, 0.51% active;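 active = inhibition above a set limit, 3 SD over the mean compound inhibition, cut at about 44% in these data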; also: inactives centre near -24
#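 Material: Saccharomyces cerevisiae DeaD strain BB579, replicative lifespan model yeast; buffer or medium: CSMM-D restrictive synthetic medium containing dextrose (glucose); compound: 10 µM single dose, DMSO 0.25%; timing: 48 h compound exposure at 30 °C after 4 h preincubation; signal: turbidity as optical density at 615 nm; benchmarks: positive control amphotericin B 10 µg/mL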
# Yeast lifespan up: compounds extending yeast replicative lifespan, primary screen, S. cerevisiae, OD615. S. cerevisiae growth with nicotinamide; deaD strain in restrictive glucose medium. inhibition of the nicotinamide effect, % at 10 µM. 130,000 tested, 0.68% active;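 active = inhibition above a set limit, placed 3 SD over the median of all compounds, cut at about 26% in these data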;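 also: 0% = nicotinamide-treated wells and 100% = cells grown without nicotinamide; some compounds called inactive have numbers as strong as hits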
#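 assay system = DeaD-strain S. cerevisiae | buffer or medium = restrictive glucose medium | reagent = 1.5 mM nicotinamide | compound = 10 µM single point, 0.25% DMSO | incubation = 48 h compound exposure at 30 °C, humidified | signal = OD615 measurement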
# bCat KO growth: primary screen for growth suppressors in beta-catenin knockout HCT116 cells (colon tumor, human); HCT116 beta-catenin knockout viability, CellTiter-Glo, 60 h; active compounds read low; viability, % at 10 µM; 140,000 tested, 1.5% active;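 active = viability at or under a set limit, the compound median less 4 SD, cut at about 6% in these data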;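 also: 0% = Hyamine 1622 control at 20 µM and 100% = untreated cell control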
# HCT116 PTEN-null: growth suppression of PTEN-null HCT116, primary screen, cell-based, CellTiter-Glo; AID 827, 2007; 140,000 tested, 1.2% active; HCT116 PTEN-null viability, 60 h; active compounds read low; viability, % at 10 µM;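 active = viability at or below a set limit, 4 SD under the median of all tested compounds, cut at about 3.7% in these data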;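 also: PTEN knockout HCT116 line with beta catenin targeted HCT116 as companion control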
# GALR2 antag: GALR2 antagonists in receptor-expressing cells, primary screen; Galanin receptor type 2 (Homo sapiens), O43603; antagonist mode; inhibition, % at 4 µM; 140,000 tested, 0.39% active; AID 828, 2007; in the data active = inhibition above about 27%;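 also: cells stimulated with galanin 1-16 at roughly its EC80; 0% = agonist challenge control and 100% = basal control without agonist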
# Target sequence (O43603 whole entry, looked up): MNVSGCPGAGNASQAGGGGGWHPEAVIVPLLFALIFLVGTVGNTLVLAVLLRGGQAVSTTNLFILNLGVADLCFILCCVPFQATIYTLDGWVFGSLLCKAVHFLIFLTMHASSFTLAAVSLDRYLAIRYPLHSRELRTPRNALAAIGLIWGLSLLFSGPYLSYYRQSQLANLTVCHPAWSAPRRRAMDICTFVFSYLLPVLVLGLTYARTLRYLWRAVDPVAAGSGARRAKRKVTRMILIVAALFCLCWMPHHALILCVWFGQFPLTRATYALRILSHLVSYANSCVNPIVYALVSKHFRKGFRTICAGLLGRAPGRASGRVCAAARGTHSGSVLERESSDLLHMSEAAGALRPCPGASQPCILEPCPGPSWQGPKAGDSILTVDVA
# Measles CPE: compounds protecting cells from measles virus cytopathic effect, primary screen, measles RdRp inhibitor project, single point, MLSMR library, absorbance | 140,000 tested, 1.5% active | protection (pct of control), % at 4 µM | Measles virus-infected cells, CPE protection | AID 841, 2007; in the data active = protection mostly above about 24%, no sharp cut-off; inactive = mostly below about 26%; also: some compounds called inactive have numbers as strong as hits
# Active calls of the source: *; . = no result given.
SMILES,NPY Y2 blocker,MRP1 act,E-sel TNF inh,Phagocyt inh,Yeast growth inh,Yeast lifespan up,bCat KO growth,HCT116 PTEN-null,GALR2 antag,Measles CPE
Cc1cc(C)c(NC(=O)C(C)Sc2nc3ccc(N4C(=O)c5ccccc5C4=O)cc3s2)c(C)c1 (centres undefined),-0.6,-1.1,-13.5,-0.3,-36.6,-5.7,83.1,110.8,8.8,7.4
CC(=O)C1=C(C)NC(SCC(N)=O)=C(C#N)C1c1cccnc1 (centres undefined),-3.1,-1.5,.,-0.4,-38.3,-17.6,93.6,98.4,-5.2,5.0
O=C(Cn1cncc1-c1ccc([N+](=O)[O-])cc1)Nc1ccccc1F,3.1,-3.4,-19.9,-6.0,-18.5,7.9,86.1,80.6,-2.2,12.8
CN(CC(=O)NCCN1CCCCCC1)S(=O)(=O)c1cccc2nsnc12,-1.7,-0.8,.,2.1,5.2,-2.6,98.5,103.0,4.3,7.3
COc1cccc(C(=O)Nc2ccc3nc(N4CCOCC4)cc(C)c3c2)c1,1.6,-3.1,.,-0.7,-8.7,-13.3,91.2,91.3,-16.6,9.9
COCCOC(=O)C1=C(N)Oc2c(oc(CO)cc2=O)C1c1ccccc1F (centres undefined),1.3,-0.3,3.1,1.0,-75.9,-3.0,94.2,101.8,-2.5,2.8
COCCCN1C(=O)C(=O)/C(=C(/O)c2ccc(OC)cc2C)C1c1cccnc1 (centres undefined),0.5,0.6,.,.,-2.8,-6.3,103.4,104.1,-2.6,6.3
Cc1oc(/N=C/c2ccc(Cl)cc2)c(C#N)c1C,-2.2,-1.8,-17.7,-0.4,-80.7,-6.9,88.4,101.9,1.1,7.1
Cc1cccc(Nc2nc(N3CCN(C)CC3)nc(N)c2[N+](=O)[O-])c1,5.1,-0.7,1.9,0.2,-23.5,-6.7,74.2,77.7,0.4,28.6
CCN(CC)S(=O)(=O)c1ccc(NC(=O)COC(=O)c2ccc(-n3nc(C)cc3C)cc2)cc1,-0.7,0.7,14.2,.,-20.2,-20.1,98.3,95.8,-7.7,9.5
C#CCOCCOCCOCCNc1nc(N2CCN(C(=O)[C@H]([C@@H](C)O)n3cc(CCCCN)nn3)CC2)nc(N2CCN(C(=O)[C@H](Cc3ccc(O)cc3)n3cc(CCO)nn3)CC2)n1,-1.5,-0.2,20.5,.,5.2,-0.7,86.3,104.2,-2.5,4.3
Cc1cc(Br)ccc1SCC(=O)OCC(=O)N1CCN(C(=O)c2ccco2)CC1,7.8,-1.6,-7.5,1.8,-46.0,-21.9,101.8,99.0,-5.0,2.0
O=C(Nn1cnnc1)c1ccc(Br)s1,0.7,0.6,11.2,-2.4,-35.7,-1.3,85.4,95.0,1.6,5.0
O=C(C1=C(O)C(=O)N(CCN2CCOCC2)C1c1cccnc1)c1cc2ccccc2o1 (centres undefined),3.9,-0.8,.,-4.4,-5.7,-7.4,96.7,102.8,-1.7,5.9
Cc1c(N=CN2CCOCC2)c(=O)n(C)c(=O)n1C,3.9,0.7,0.8,0.0,4.4,-11.0,96.1,94.6,8.1,7.4
CCn1c(SCC(=O)O)nnc1-c1cc2c(C)nn(-c3ccccc3)c2s1,3.2,0.2,-27.3,-0.2,-8.9,-5.3,101.0,101.8,-5.0,30.3
COCc1[nH]nc2c1C1(CCC3(CC1)OCCO3)C(C#N)=C(N)O2,0.7,-0.7,4.9,-1.0,-30.6,-0.4,101.7,103.3,5.7,17.6
O=C(Nc1nc2ccc(SC(F)F)cc2s1)c1ccc2c(c1)S(=O)(=O)c1ccccc1C2=O,-0.8,-2.5,.,-2.5,-32.0,4.5,63.5,49.9,2.9,2.5
Cc1ccc(C2(C(F)(F)F)NC(=O)N3C(=C2C#N)Nc2ccccc23)cc1 (centres undefined),4.1,-1.3,-0.1,-1.2,-21.4,-8.5,89.9,94.7,-15.4,11.0
O=[N+]([O-])c1ccc(-c2nnc(-c3ccccc3)c(NCCCO)n2)cc1,-0.3,-3.5,.,-0.8,-41.3,-4.1,88.6,84.8,-2.2,21.1
O=C(Nc1ccc(F)cc1)NC1(C(=O)NCc2ccco2)CCCCC1,2.1,-3.2,-18.4,-0.5,-45.1,-8.6,98.5,98.3,-0.9,8.4
Cc1nn(Cc2ccccc2Cl)c2sc(C(=O)NCCCn3ccnc3)cc12,-0.3,-1.7,-20.1,3.4,-67.1,-8.3,91.7,95.3,-11.2,7.3
CCOC(=O)C1CCCN(Cc2sccc2C)C1 (centres undefined),-0.4,-1.9,2.9,1.4,19.6,-10.6,94.6,100.0,-11.4,21.7
CCOC(=O)CC(=O)Nc1cc(Cl)ccc1O,0.9,-1.4,-17.5,1.5,-36.0,-10.1,85.6,105.0,13.9,16.0
C/C(=N/n1cnnc1)c1cccnc1,-0.7,-0.6,.,2.1,-17.4,-12.7,94.5,104.0,-6.3,4.5
Cc1cccc(OCC(=O)Nc2ccccc2C(=O)N2CCOCC2)c1,4.3,-1.9,.,-0.8,-62.3,-0.8,91.0,90.4,17.4,10.9
C=CCSc1nnc(NC(=O)c2cccc(S(=O)(=O)N(C)c3ccccc3)c2)s1,-0.1,-1.6,5.6,3.0,-6.8,-4.6,97.1,93.6,5.0,7.1
CCc1nc2cc([N+](=O)[O-])c([N+](=O)[O-])cc2[nH]1,1.9,-1.3,.,-1.7,-0.5,5.1,90.9,89.4,-1.2,4.7
CCCC(C)NS(=O)(=O)c1ccccc1 (centres undefined),1.7,-0.4,.,-0.9,-4.7,3.8,101.0,101.3,3.9,15.7
COc1ccc(C2NC(=S)NC3=C2CCc2cc(OC)ccc23)cc1 (centres undefined),0.5,-1.6,-3.7,.,-27.7,-3.3,59.3,60.5,0.7,2.6
COc1cc2nc(SCc3ccc(Cl)cc3Cl)n(Cc3cccs3)c(=N)c2cc1OC,-3.4,-2.7,-2.7,.,-48.4,-1.3,58.8,59.0,-12.3,4.1
COC(=O)c1cc(NC2c3ccccc3C(=O)N2CCN2CCOCC2)cc(C(=O)OC)c1 (centres undefined),0.2,-1.7,-12.5,-0.5,5.7,-1.2,91.4,92.6,-3.0,14.5
CC(NC(=O)CSc1nc2ccccc2c(=O)[nH]1)c1ccccc1 (centres undefined),3.4,-1.9,-10.7,.,-47.1,-3.1,92.0,98.2,0.0,3.4
CCOC(=O)c1oc2nc3c(cc2c1N)COC(C)(C)C3,0.4,-0.2,19.4,-1.5,-44.7,1.9,95.1,119.5,2.8,11.3
CCOC(=O)c1c(NC(NC(=O)C(C)C)C(Cl)(Cl)Cl)sc2c1CCC2 (centres undefined),-0.3,-1.4,5.9,-4.9,-1.4,-4.5,72.1,64.9,-2.2,4.3
CC1(C)CC(=O)C=C(OC(=O)c2ccc(Cl)cc2)C1,1.6,-0.9,.,-0.7,-67.7,27.0,92.0,92.1,-1.8,13.1
Cn1cnnc1SCC(=O)Nc1ccc2nc(SCc3cccc4ccccc34)sc2c1,-1.2,0.4,9.1,-0.3,-18.4,-4.3,97.5,82.0,-18.4,26.6
COc1cc(OC)cc(-n2nnnc2SCC(=O)N2CCCC2)c1,-0.7,-3.1,12.6,-1.4,-11.7,-10.7,84.2,87.6,-8.5,3.5
Cc1cccc(N2CCN(C(=O)c3cn(C)c(=O)c4c3c3ccccc3n4C)CC2)c1C,6.8,-2.2,.,0.5,3.0,-15.6,34.4,23.2,-6.5,7.7
O=S(=O)(c1cccc(-c2nnc(SCc3ccc(Cl)cc3)o2)c1)N1CCCCC1,1.2,-1.1,.,-0.9,-16.2,-0.3,76.4,73.9,-4.6,12.0
CC1CCCN(C(=O)c2cccc(S(=O)(=O)Nc3cc(C(F)(F)F)ccc3Cl)c2)C1 (centres undefined),5.2,-2.9,.,-3.2,-6.5,14.6,95.5,99.4,-2.2,3.1
CCOc1ccccc1NC(=S)N(Cc1cc2ccc(C)cc2[nH]c1=O)CC1CCCN1CC (centres undefined),2.2,-5.4,.,4.5,-10.7,0.5,2.5*,1.2*,-2.4,13.4
Nc1c(C(=O)c2ccc(Cl)cc2)oc2ccccc12,-0.9,-4.9,.,-5.2,-10.5,-8.0,59.8,57.3,5.5,8.0
CCS(=O)(=O)N1CCN(C(=O)c2cccs2)CC1,1.7,-1.2,.,-0.4,10.2,-11.6,109.8,102.7,5.6,3.4
COc1cccc(-c2csc(NC(C)=O)n2)c1,2.6,-0.4,-21.9,-0.8,-33.2,-17.0,104.2,102.0,2.2,13.8
COc1ccc2nc(NC(=O)C(NS(=O)(=O)c3cccs3)C(C)C)sc2c1 (centres undefined),-0.8,-0.9,42.8,0.5,-46.3,-16.1,91.0,92.5,-16.5,4.1
CCOC(=O)N1CCN(CCC(=O)Nc2cc([N+](=O)[O-])ccc2OC)CC1,2.2,-1.9,15.3,-6.2,7.6,6.5,84.2,103.9,-14.0,5.1
CCOc1ccc([N+](=O)[O-])c(N)c1,-2.2,-0.2,1.8,3.9,-28.5,-5.0,85.8,100.4,9.8,10.9
Cc1cc2cc(CNS(=O)(=O)c3ccc4ccccc4c3)ccc2n1C,6.0,-3.2,.,1.0,-12.6,-4.3,107.1,81.8,-8.4,8.4
CSc1nnc(-c2cc3ccccc3cc2O)n1C,-0.3,0.1,.,0.3,-15.2,-24.9,89.0,82.8,7.9,6.9
Nn1c(CSc2nc3ccccc3o2)nnc1CSc1nc2ccccc2o1,17.4*,-1.7,-3.1,8.2,-30.1,-8.3,93.9,99.9,-8.6,25.6
N#CC1=C(N)Oc2n[nH]c(-c3ccc(F)cc3)c2C1c1cccnc1 (centres undefined),2.0,-0.7,7.4,0.2,-46.6,-3.4,91.6,102.5,-9.4,15.4
CCN(CC)CCNC(=O)c1c(O)c2c([nH]c1=O)CCCC2,2.4,-0.1,4.3,-3.0,-36.4,-3.3,91.5,98.6,-4.6,3.8
CC(C)CNC(=O)CSc1nc2scc(-c3ccccc3)c2c(=O)[nH]1,6.7,-1.5,.,-0.1,-18.8,1.4,95.1,94.3,14.3,4.3

# 3 structures already listed, ordered by SMILES length, high to low.
SMILES,NPY Y2 blocker,MRP1 act,E-sel TNF inh,Phagocyt inh,Yeast growth inh,Yeast lifespan up,bCat KO growth,HCT116 PTEN-null,GALR2 antag,Measles CPE
CCOc1ccccc1NC(=S)N(Cc1cc2ccc(C)cc2[nH]c1=O)CC1CCCN1CC (centres undefined),2.2,-5.4,.,4.5,-10.7,0.5,2.5*,1.2*,-2.4,13.4
CC(C)CNC(=O)CSc1nc2scc(-c3ccccc3)c2c(=O)[nH]1,6.7,-1.5,.,-0.1,-18.8,1.4,95.1,94.3,14.3,4.3
Cc1cc2cc(CNS(=O)(=O)c3ccc4ccccc4c3)ccc2n1C,6.0,-3.2,.,1.0,-12.6,-4.3,107.1,81.8,-8.4,8.4
